# Source: PubChem (Johns Hopkins Ion Channel Center)
# TRPC6 act – mouse TRPC6 channel activation. Q61143. 310,000 tested, 0.13% active. AID 2550. HEK293-TRPC6 membrane potential dye fluorescence; hits give high values. B-score at 10 µM;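 active = B-score of the integrated fluorescence ratio above library mean plus 3 SD, and starting fluorescence ratio within library mean plus 5 SD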;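 also: higher score means more depolarization so channel activation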
# ANO1 block – blocks the mouse calcium-activated chloride channel TMEM16A | 310,000 tested, 1.2% active | AID 588511 | normalized B-score (activity score, 25-100; higher = stronger inhibition) at 10 µM | HEK293 TMEM16A/YFP iodide influx fluorescence, ionomycin | Q8BHY3;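 active = ratio plate-corrected score three or more library SD toward inhibition, starting fluorescence score within five deviations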;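 also: score derived from kinetic fluorescence span divided by baseline fluorescence per well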
# TRPC4 PAM – allosteric potentiators of mouse TRPC4 channel. HEK293 TRPC4beta/mu-opioid, DAMGO EC20, Fluo-4 Ca2+ flux; hits give high values. B-score at 10 µM. 310,000 tested, 0.42% active. AID 2227;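 active = B-score of calcium response area above 5 SD of library B-scores, with initial fluorescence ratio within 5 SD of library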;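 also: B-score of integrated fluorescence ratio over time as area under calcium response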
# Target sequence (Q9QUQ5 whole entry, looked up): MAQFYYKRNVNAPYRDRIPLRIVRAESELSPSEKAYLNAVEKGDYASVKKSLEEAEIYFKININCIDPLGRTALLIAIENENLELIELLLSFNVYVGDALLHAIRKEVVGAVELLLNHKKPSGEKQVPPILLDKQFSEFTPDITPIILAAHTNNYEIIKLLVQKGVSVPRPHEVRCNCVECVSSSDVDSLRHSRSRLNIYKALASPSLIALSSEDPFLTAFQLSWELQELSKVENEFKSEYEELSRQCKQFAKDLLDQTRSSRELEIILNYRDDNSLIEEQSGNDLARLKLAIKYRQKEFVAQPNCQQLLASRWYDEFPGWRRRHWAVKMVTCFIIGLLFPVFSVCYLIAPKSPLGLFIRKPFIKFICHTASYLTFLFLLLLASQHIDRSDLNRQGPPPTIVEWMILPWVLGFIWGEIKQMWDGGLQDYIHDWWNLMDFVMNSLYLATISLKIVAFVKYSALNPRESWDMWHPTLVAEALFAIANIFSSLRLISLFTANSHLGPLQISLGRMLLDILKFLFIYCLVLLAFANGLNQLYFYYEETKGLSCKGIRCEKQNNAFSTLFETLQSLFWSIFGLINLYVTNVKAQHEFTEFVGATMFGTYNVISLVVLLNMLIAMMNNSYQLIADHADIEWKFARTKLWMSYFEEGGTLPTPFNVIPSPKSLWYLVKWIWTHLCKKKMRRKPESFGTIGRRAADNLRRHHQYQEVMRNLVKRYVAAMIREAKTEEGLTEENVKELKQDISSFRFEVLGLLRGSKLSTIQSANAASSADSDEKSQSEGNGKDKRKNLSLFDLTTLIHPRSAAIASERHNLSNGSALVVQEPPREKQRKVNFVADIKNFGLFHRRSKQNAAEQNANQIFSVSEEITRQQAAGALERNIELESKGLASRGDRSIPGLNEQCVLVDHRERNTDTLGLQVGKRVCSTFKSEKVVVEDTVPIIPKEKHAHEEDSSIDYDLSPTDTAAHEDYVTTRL
# TRPC4 block – inhibitors of mouse TRPC4 channel | HEK293 TRPC4beta/mu-opioid, DAMGO-evoked Fluo4 calcium flux; hits give low values | B-score at 10 µM | 300,000 tested, 0.39% active;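 active = B-score over 3 SD under the library average, no early fluorescence shift, positive overall ratio signal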
#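 Assay system: HEK293 cells with stable TRPC4beta plus mu-opioid receptor expression. Dosing: single dose. Measured by: Fluo4 Ca2+ flux fluorescence. Also added: DAMGO in two steps, submaximal then maximal. Read-out: B score from integrated Fluo4 fluorescence ratio.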
# ANO1 activ – activators or potentiators of mouse TMEM16A chloride channel; Q8BHY3; HEK293 TMEM16A/YFP-H148Q/I152L, iodide quench fluorescence; hits give low values; B-score at 10 µM; 340,000 tested, 0.3% active;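 active = fluorescence-ratio B-score plate-corrected deviation score at least 3 library SD below zero, with starting fluorescence score within 5 deviations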;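 also: channel opened by trigger with iodide after compound preincubation; score built on the fluorescence ratio of max minus min over baseline; more negative score means more quench and so TMEM16A activation or potentiation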
# TRPC6 inhibitor – blocks the mouse TRPC6 cation channel | Q61143 | HEK293-TRPC6, membrane potential dye, ACh-evoked depolarization; hits give low values | B-score at 10 µM | 310,000 tested, 1.1% active | AID 2553;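 active = B-score under library mean minus 3 SD, initial fluorescence not abnormally high, positive integrated signal ratio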;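 also: B-score derived from integrated fluorescence ratio over the kinetic read; more negative B-score means stronger inhibition of depolarization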
# RGS4 inh – inhibitors of human RGS4; 310,000 tested, 0.45% active; B-score at 10 µM; HEK293 M3R/RGS4 inducible, Fluo-4 calcium flux; hits give high values; triggered by carbachol at its EC20; P49798;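 active = B-score, a plate-corrected calcium signal, over three deviations above library mean, with baseline fluorescence within five deviations of library mean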;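 also: RGS4 expression induced by doxycycline in cells with stable M3 receptor; B-score is computed from the integrated fluorescence ratio over baseline after carbachol; higher B-score means a larger calcium signal and so more RGS4 inhibition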
# MrgX1 PAM – allosterically activates human MrgX1 receptor signaling. Q96LB2. MrgX1-HEK293, Fluo-4 calcium flux, FDSS; hits give high values. B-score at 10 µM. 310,000 tested, 0.63% active;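 active = plate-corrected calcium response at least 3 library SD above typical, normal starting fluorescence, not activating the receptor alone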;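 also: compound read alongside a low EC10 to EC30 dose of BAM8-22 agonist; peak minus trough fluorescence over baseline measured at the second addition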
# TRPC4 agonist – activators of mouse TRPC4 channel; Q9QUQ5; HEK293 TRPC4beta/mu-opioid, Fluo4 calcium fluorescence; hits give high values; B-score at 10 µM; 310,000 tested, 0.49% active;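 active = B-score above 5 SD of library B-scores, and initial fluorescence ratio not above library mean plus 5 SD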;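 also: positive B-score marks a calcium rise read as TRPC4 activation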
#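 Technique: kinetic Fluo4 calcium fluorescence; Test system: TRPC4beta and mu-opioid receptor HEK293 stable cells; Measure: B-scored integrated calcium fluorescence ratio; Benchmarks: low control buffer alone, high control maximal DAMGO; Schedule: 45 min room-temperature Fluo4 loading, 110 s read.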
# MrgX1 antag – antagonists of human MrgX1 receptor; Q96LB2; B-score at 10 µM; 310,000 tested, 1.3% active; MRGX1-HEK293 calcium flux, Fluo-4, BAM8-22 antagonism; hits give low values;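 active = calcium-response B-score plate-corrected more than 3 library SD below zero, starting fluorescence within 5 deviations, no agonist response on first addition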;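 also: peak minus trough fluorescence over baseline after final BAM8-22 challenge near maximal dose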
# MrgX1 ag – activates human MrgX1 receptor signaling. MrgX1-HEK293 cells, Fluo-4 calcium fluorescence, agonist mode; hits give high values. B-score at 10 µM. 310,000 tested, 0.44% active;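 active = calcium response B-score plate-corrected fluorescence ratio at least 3 library SD, with starting fluorescence B-score inside 5 SD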
#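 Test system: Stable human MrgX1 HEK293 cell line | Schedule: Overnight plating before 1 h dye loading | Read-out basis: Baseline-normalised fluorescence change ratio, B-scored | Detection: Kinetic calcium dye fluorescence, Fluo-4 NW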
# Starred values were filed as active, the others as inactive; i = inactive; nt = no result given.
SMILES,TRPC6 act,ANO1 block,TRPC4 PAM,TRPC4 block,ANO1 activ,TRPC6 inhibitor,RGS4 inh,MrgX1 PAM,TRPC4 agonist,MrgX1 antag,MrgX1 ag
COc1ccc(C2C3=C(CCCC3=O)Nc3nc(C(F)(F)F)nn32)cc1OC (configuration not stated),i,i,i,i,i,i,i,i,i,i,i
CCN(CC)S(=O)(=O)c1ccc(/C=C/C(=O)OCC(=O)Nc2ccc(S(N)(=O)=O)cc2)cc1,i,i,i,i,i,i,i,i,i,i,i
CCCC(CCC)C(=O)Nc1cccc(C(=O)O)c1,i,i,i,i,i,i,i,i,i,i,i
Cc1ccc(OCC(=O)NCC(=O)Nc2ccc(F)cc2)c([N+](=O)[O-])n1,i,i,i,i,i,i,i,i,i,i,i
CC(=O)c1ccc(NC(=O)CSc2nccn2CCc2ccccc2)cc1,i,i,i,i,i,i,i,i,i,i,i
CCn1ccnc1CN(C)Cc1nc(-c2ccc(C(=O)OC)cc2)no1,i,i,i,i,i,i,i,i,i,i,i
O=C(Nc1cccc(F)c1)c1ccc(S(=O)(=O)N2CCCCC2)cc1,i,i,i,i,i,i,i,i,i,i,i
CCCCCCN1Cc2ccccc2C1,i,i,i,i,i,i,i,i,i,i,i
CC1CCCN(c2nc3c(c(=O)[nH]c(=O)n3C)n2CCCc2ccccc2)C1 (configuration not stated),i,i,i,i,i,i,i,i,i,i,i
CC(C)OC(=O)/C(=C\c1ccccc1)NC(=O)c1ccccc1,i,i,i,i,i,i,i,i,i,i,i
O=C(N/N=C/c1cccc([N+](=O)[O-])c1)c1ccncc1,i,i,i,i,i,i,i,i,i,i,i
CCOC(=O)N1CCN(Cc2nc3c(c(=O)n(C)c(=O)n3C)n2Cc2cccc3ccccc23)CC1,i,i,i,i,i,i,i,i,i,i,i
CCn1c(SCC(=O)NCCc2ccc(OC)c(OC)c2)nc2c1c(=O)n(C)c(=O)n2C,i,i,i,i,i,i,i,i,i,i,i
CCOC(=O)C1C(=O)CC(C)(O)C(C(=O)OCC)C1c1ccc(OC)cc1 (configuration not stated),i,i,i,i,i,i,i,i,i,i,i
CC(=O)NN1C(=O)c2ccccc2NC1c1ccc([N+](=O)[O-])o1 (configuration not stated),i,i,i,i,i,i,i,i,i,i,i
CCOc1ccc(N(CC(=O)NC(C)C)C(=O)CCC(=O)Nc2ccccn2)cc1,i,i,i,i,i,i,i,i,i,i,i
COc1ccc(OC(C)C(=O)NC(C)c2ccccc2)cc1 (configuration not stated),i,i,i,i,i,i,i,i,i,i,i
CCC(=O)Nc1cccc(NC(=O)CSc2nnnn2C)c1,i,i,i,i,i,i,i,i,i,i,i
COc1cc(C)c(S(=O)(=O)N2CCCC2)cc1C,i,i,i,i,i,i,i,i,i,i,i
CCc1ccc(N2CC(C)Cn3c2nc2c3c(=O)n(CCN3CCOCC3)c(=O)n2C)cc1 (configuration not stated),i,i,i,i,i,i,i,i,i,i,i
CC(=O)N1c2ccc(S(=O)(=O)N(C)CC(=O)Nc3ccccc3C)cc2CC1C (configuration not stated),i,i,i,i,i,i,i,i,i,i,i
COc1cccc(N=Nc2ccc3ccccc3c2O)c1,i,i,i,i,i,i,i,i,i,i,i
O=C(O)c1cccc(NC(=O)c2cn(-c3ccccc3)nc2-c2ccncc2)c1,i,i,i,i,i,i,i,i,i,i,i
O=C(NCCCNC(=O)c1cccs1)c1cccs1,i,i,i,i,-12*,i,i,i,i,i,i

# Single records (already shown). Screens in order: TRPC6 act, ANO1 block, TRPC4 PAM, TRPC4 block, ANO1 activ, TRPC6 inhibitor, RGS4 inh, MrgX1 PAM, TRPC4 agonist, MrgX1 antag, MrgX1 ag
# CCOc1ccc(N(CC(=O)NC(C)C)C(=O)CCC(=O)Nc2ccccn2)cc1 reads i, i, i, i, i, i, i, i, i, i, i
# O=C(O)c1cccc(NC(=O)c2cn(-c3ccccc3)nc2-c2ccncc2)c1 reads i, i, i, i, i, i, i, i, i, i, i
# COc1cc(C)c(S(=O)(=O)N2CCCC2)cc1C reads i, i, i, i, i, i, i, i, i, i, i

# Remaining list, next part:
SMILES,TRPC6 act,ANO1 block,TRPC4 PAM,TRPC4 block,ANO1 activ,TRPC6 inhibitor,RGS4 inh,MrgX1 PAM,TRPC4 agonist,MrgX1 antag,MrgX1 ag
COc1ccc([N+](=O)[O-])cc1NC(=O)Cc1ccc(Cl)cc1,i,i,i,i,i,i,i,i,i,i,i
O=C(CCN1C(=O)/C(=C/c2ccccc2F)SC1=S)NC1C=CS(=O)(=O)C1 (configuration not stated),i,i,i,i,i,i,i,i,i,i,i
Cc1cccn2c(CN[C@H]3CCCCNC3=O)c(C(=O)N3CCOCC3)nc12,i,i,i,i,i,i,i,i,i,i,i
COc1ccccc1C(O)(C(=O)N(NC(C)=O)c1ccccc1)c1ccccc1OC,i,nt,i,i,i,i,i,nt,i,nt,nt
COc1ccc(-c2nnc3n2N=C(C)CS3)cc1,i,i,i,i,i,i,i,i,i,i,i
COc1ccc(C(=O)NCc2cc(C(C)C)no2)cc1OC1CCN(C(C)C)CC1,i,i,i,i,i,i,i,i,i,i,i
COc1cc(CO)ccc1OCc1nnnn1-c1ccc(C)cc1,i,i,i,i,i,i,i,i,i,i,i
Cc1cccc(C(C)C)c1NC(=O)Cc1ccc(S(=O)(=O)N2CCOCC2)s1,i,i,i,i,i,i,i,i,i,i,i
CC(=O)Nc1ccc(S(=O)(=O)N2CCN(S(=O)(=O)N3CCCCCC3)CC2)cc1,i,i,i,i,i,i,i,i,i,i,i
O=c1[nH]c(-c2ccccc2)cs1,i,i,i,i,i,i,i,i,i,i,i
CCN(CC)c1ccc(/C=C2/C(=O)ON=C2C)cc1,13*,i,i,i,i,i,i,i,i,i,57*
O=C(CSc1nc2c(c(=O)[nH]1)CCCC2)Nc1ccc(Cl)cc1F,i,i,i,i,i,i,i,i,i,i,i
O=C(NCc1cccs1)c1noc2c1CCCC2,i,i,i,i,i,i,i,i,i,i,i
COCCN(C(=O)Nc1ccccc1)c1ccccc1C,i,i,i,i,i,i,i,i,i,i,i
COC(=O)c1nc(NC(=S)NC(=O)c2cccs2)sc1C,i,i,i,i,i,i,i,i,i,i,i
CC1CCCCC1NC(=O)CCCCn1c(=O)[nH]c2ccsc2c1=O (configuration not stated),i,i,i,i,i,i,i,i,i,i,i
CCOC(=O)CNC1CC(=O)N(c2ccc(Br)cc2)C1=O (configuration not stated),i,i,i,i,i,i,i,i,i,i,i
COC(=O)CCC(=O)OC1(C)C(=O)C2=CN(c3ccc(OC)cc3)C(c3ccc(OC)cc3)=CC2=C(Br)C1=O (configuration not stated),i,i,i,i,i,i,i,i,i,i,i
COc1ccccc1N1CCN(Cc2nc(N)nc(Nc3ccc(C)cc3)n2)CC1,i,i,i,i,i,i,i,i,i,i,i
CCN(CC)c1ccc([N+](=O)[O-])cc1/C=N/NC(=O)CC#N,i,i,i,i,i,i,i,i,i,i,i
Cc1ccccc1OCC(O)Cn1c(=N)n(Cc2ccccc2)c2ccccc21 (configuration not stated),i,i,i,-6*,i,-5.1*,i,i,64*,i,i
Cc1cc(C)n(CCC(=O)N/N=C/c2ccccc2O)n1,i,i,i,i,i,i,i,i,i,i,i
COc1cccc(/C=C/C(=O)OCC(=O)Nc2cc(S(=O)(=O)N3CCOCC3)ccc2C)c1,i,i,i,i,i,i,i,i,i,i,i
COc1ccc(OC)c(C2NC(=S)NC(C)=C2C(=O)Nc2ccccn2)c1 (configuration not stated),i,i,i,i,i,i,i,i,i,i,i
C/C(=N\NC(N)=O)C1CC(CC(C)C)C(=O)O1 (configuration not stated),i,i,i,i,i,i,i,i,i,i,i
COc1ccccc1NC(=S)N1CCC(NC(=O)C23CC4CC(CC(C4)C2)C3)CC1,i,i,i,i,i,i,i,i,i,i,i
COc1ccc(OC)c(S(=O)(=O)N2CCCCC2C(=O)N2CCN(c3ccccn3)CC2)c1 (configuration not stated),i,i,i,i,i,i,i,i,i,i,i
Cc1cc(N(C)C)ccc1N=Nc1ccc2ncccc2c1,i,i,i,i,i,i,i,i,i,i,i
CC(C)Oc1ccc(C(CC(=O)O)NC(=O)Cc2ccc(Cl)cc2)cc1 (configuration not stated),i,i,i,i,i,i,i,i,i,i,i
O=[N+]([O-])c1ccc(N2CCN(CC3CCCCC3)CC2)cc1,i,i,i,i,i,i,i,i,i,i,i
O=C(COc1ccc(Cl)cc1)Nc1ccc2[nH]ncc2c1,i,i,i,i,i,i,i,i,i,i,i
Cc1ccc(Nc2nc3ccccc3n3cnnc23)cc1Cl,i,i,i,i,i,i,i,i,i,i,i
CCn1c(SCC(=O)Nc2ccc(NC(C)=O)cc2)nc2c1c(=O)n(C)c(=O)n2C,i,i,i,i,i,i,i,i,i,i,i
CNC(=O)c1[nH]cnc1C(=O)Nc1ccc(OC)cc1,i,i,i,i,i,i,i,i,i,i,i
Cc1nnc(SCC(=O)NC(=O)NC(C)(C)C)s1,i,i,i,i,i,i,i,i,i,-5.6*,i
CC(C)Oc1ccc(CCc2nnc(SC(C)C(=O)O)n2-c2ccccc2)cc1 (configuration not stated),i,i,i,i,i,i,i,i,i,i,i
COc1ccccc1-n1cnnc1SCC(=O)N1CCN(S(=O)(=O)c2ccccc2)CC1,i,i,i,i,i,i,i,i,i,i,i
O=C(NCc1ccccc1)c1nc2ccccc2s1,i,i,i,i,i,i,i,i,i,i,i
Nc1nc(NCc2ccco2)nc(NC2CCCCC2)c1[N+](=O)[O-],i,i,i,i,i,i,i,i,i,i,i
C=CCn1c(SCC(=O)NC(C)(C)C)nnc1-c1ccccc1O,i,100*,i,i,i,i,i,i,i,i,i
COc1ccc(CC(C)N2CCN(c3ccccc3)CC2)cc1OC (configuration not stated),i,i,i,i,i,i,i,i,i,i,i
N#Cc1ccsc1NC(=O)C1CC(=O)N(Cc2ccccc2)C1 (configuration not stated),i,i,i,i,i,i,i,i,i,i,i
Cc1nc(/N=C(\N)NC(=O)NC2CCCCC2)nc2ccccc12,i,i,i,i,i,i,i,i,90*,i,i

# Random draw from the library, and some 5.8% of all compounds hit somewhere here.
